BioA inh: BioA (M. tuberculosis) enzyme inhibition | inhibition, % at 9.99 µM | 360,000 tested, 0.096% active | AID 602481 | purified M. tuberculosis BioA enzyme, plate reader; in the data active = inhibition above about 40%; inconclusive = no clear call, values can overlap the other calls
GDH-TPI counter: GDH-TPI coupled enzyme inhibition counter-screen; GDH-TPI coupled enzyme counterscreen, NADH absorbance; inhibition, % at 4.8 µM; 360,000 tested, 1.2% active; AID 588335;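 note: 0% = DMSO wells and 100% = wells lacking the enzyme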
PrPC surface inh: reduces human prion protein on the cell surface; cell surface PrPC, TR-FRET read-out; 370,000 tested, 0.43% active; inhibition, % at 13.8 µM; AID 720596; in the data active = inhibition above about 24%; note: 0% = median of the test wells and 100% = reference compound wells
FadD28 FP inh: M. tuberculosis FadD28 bisubstrate binding inhibition | inhibition, % at 12.5 µM | 360,000 tested, 0.22% active | AID 588549 | FadD28 bisubstrate probe binding, fluorescence polarization; in the data active = inhibition above about 8.5%, passing the limit was not always enough; inconclusive = no clear call, values can overlap the other calls
BoNT-A LC inh2: blocks Botulinum neurotoxin A light chain protease; multiplex microsphere protease substrate cleavage, flow cytometry; inhibition, % at 10 µM; 360,000 tested, 0.17% active; AID 588499; in the data active = inhibition above about 30%; inconclusive = no clear call, values can overlap the other calls; note: plate controls were buffer without enzyme for full effect and enzyme alone for no effect
BoNT F protease: blocks Botulinum neurotoxin F light chain protease; inhibition, % at 10 µM; Multiplex microsphere protease cleavage assay, flow cytometry; 360,000 tested, 0.22% active; in the data active = inhibition above about 35%, passing the limit was not always enough; inconclusive = no clear call, values can overlap the other calls; note: plate controls were buffer without enzyme for full effect and enzyme alone for no effect
Mtb UGM inh: Mtb UDP-galactopyranose mutase inhibition; 320,000 tested, 0.06% active; inhibition, % at 10 µM; purified UGM, fluorescence polarization probe displacement; in the data active = inhibition above about 10%, passing the limit was not always enough; inconclusive = no clear call, values can overlap the other calls
Target sequence (P9WIQ1 whole entry, looked up): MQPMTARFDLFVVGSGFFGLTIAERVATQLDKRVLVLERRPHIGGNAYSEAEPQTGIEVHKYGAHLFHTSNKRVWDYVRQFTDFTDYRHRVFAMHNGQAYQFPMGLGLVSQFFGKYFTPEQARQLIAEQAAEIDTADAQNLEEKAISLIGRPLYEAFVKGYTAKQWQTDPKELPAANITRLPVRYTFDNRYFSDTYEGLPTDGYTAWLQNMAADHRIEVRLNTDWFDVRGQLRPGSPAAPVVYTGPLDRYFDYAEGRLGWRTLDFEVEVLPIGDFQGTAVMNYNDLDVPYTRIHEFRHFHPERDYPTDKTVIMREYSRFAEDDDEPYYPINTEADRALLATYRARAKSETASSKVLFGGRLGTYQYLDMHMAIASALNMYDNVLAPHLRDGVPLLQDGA
CCHF vOTU inh: CCHFV vOTU protease inhibition | Pep-AMC fluorescence | inhibition, % at 11.5 µM | 370,000 tested, 0.55% active | AID 651958; note: 0% = vehicle wells with enzyme and 100% = no enzyme wells
Mtb FBA inh: inhibitors of M. tuberculosis fructose-bisphosphate aldolase; P9WQA3; purified M. tuberculosis FBA, fluorescence read-out; inhibition, % at 1 µM; 360,000 tested, 2.3% active; AID 588726; in the data active = inhibition above about 27%;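 note: 0% = vehicle and 100% = reference inhibitor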
Target sequence (P9WQA3 whole entry, looked up): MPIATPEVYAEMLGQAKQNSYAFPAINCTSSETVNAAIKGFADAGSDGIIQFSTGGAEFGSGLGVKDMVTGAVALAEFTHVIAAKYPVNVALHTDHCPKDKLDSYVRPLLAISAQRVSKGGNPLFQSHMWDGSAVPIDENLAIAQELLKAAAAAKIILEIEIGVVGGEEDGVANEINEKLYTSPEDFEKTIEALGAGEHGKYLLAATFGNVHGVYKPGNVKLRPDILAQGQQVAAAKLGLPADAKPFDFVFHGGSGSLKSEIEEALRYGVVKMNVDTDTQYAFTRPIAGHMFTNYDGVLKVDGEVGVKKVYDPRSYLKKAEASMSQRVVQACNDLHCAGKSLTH
Numbers without * were called inactive; ? = inconclusive; nt = no result given; & = joins results of further samples. Cut-off read from the data, not from the text of the source, unless noted: active = inhibition above about 30%; inactive = the rest. Compounds were not picked by outcome. Share with any hit: about 4.8%.

SMILES	BioA inh	GDH-TPI counter	PrPC surface inh	FadD28 FP inh	BoNT-A LC inh2	BoNT F protease	Mtb UGM inh	CCHF vOTU inh	Mtb FBA inh
COc1ccccc1C(=O)NNC(=O)CN(C)S(=O)(=O)c1ccc(Cl)cc1	1.0	4	-8	-2.1	0.0	-6	nt	-2	-2
CC1=NN(C(N)=S)C(=O)C1N=Nc1ccccc1[N+](=O)[O-] (configuration not stated)	-0.8	22	-17	0.9	-1.1	-4	nt	4	-5
C=CCOc1ccc(CN(C)C(=O)CN2C(=O)c3ccccc3C2=O)cc1	0.0	-1	-2	-2.4	3.0	-12	-3.9	7	0
O=C(O)c1ccc(-c2sc(Nc3ccccc3)n[n+]2-c2ccc(F)cc2)cc1	-1.2	7	nt	-2.9	-0.4	-8	-0.6	nt	0
CN1CCN(NS(=O)(=O)c2cccs2)CC1	-1.8	-1	1	-5.7	-0.3	-1	-1.2	-14	-2
CCSc1nc(-c2ccc(OC)cc2)ccc1C#N	2.5	13	3	-1.0	0.7	5	-2.3	-16	42*
NCCN1C(=O)S/C(=C\c2ccc3c(c2)OCO3)C1=O	nt	13	-3	-4.5	-0.7	-9	-0.4	1	-1
NS(=O)(=O)c1ccc(Nc2nc(-c3cccc([N+](=O)[O-])c3)cs2)cc1	-4.6	0	-16	-1.6	-0.9	-7	0.1	9	3
O=C(CN1CCN(c2cccc(C(F)(F)F)c2)CC1)NCc1ccccc1	-1.2	3	-3	-2.6	3.9	8	-1.4	22	-3
CC(NC(=O)C12CC3(C)CC(C)(CC(C)(C3)C1)C2)C(=O)O (configuration not stated)	nt	7	6	-0.9	0.1	4	2.5	-3	-2
O=C(O)CSc1nnc(CNc2ccc(F)cc2)n1-c1ccccc1	nt	14	3	-2.1	nt	nt	2.9	11	0
CC1CN1P(=S)(c1ccccc1)N1CC1C (configuration not stated)	nt	4	-6	0.5	-0.1	4	nt	-5	0
Cc1cc(NS(=O)(=O)c2ccc(NC(=O)Cc3ccc([N+](=O)[O-])cc3)cc2)no1	0.0	-4	-13	0.0	-4.7	-6	3.8	22	3
COc1ccc(CNC(=O)CN2C(=O)NC3(CCCc4sccc43)C2=O)cc1 (configuration not stated)	0.1	-9	1	-4.1	-1.6	0	nt	16	-2
CCOC(=O)NNC1CC(=O)N(c2ccccc2)C1=O (configuration not stated)	nt	6	-3	-1.2	-0.5	-4	-1.3	-8	2
COc1cc(OC)c(C(=O)OCN2C(=O)c3ccccc3C2=O)cc1OC	-0.2	-1	1	-0.6	-1.1	-34	-1.4	-4	4
COc1cc(/C=N/n2c(-c3ccccc3)n[nH]c2=S)cc(OC)c1OC	1.6	6	-5	-2.3	-2.1	30	-0.6	3	3
Cn1nnc(NC(=S)NC(=O)c2ccc3ccccc3c2)n1	0.4	-3	2	-4.1	-0.2	-6	nt	-1	-2
COC(=O)C1=C(C)NC(C)=C(C(=O)OC)C1C(=O)OCC(=O)N1CCCCC1C (configuration not stated)	-0.9	18	0	0.0	0.9	1	nt	-12	6
COc1ccc(C(C)C)cc1-c1cccc2nncn12	0.9	2	-9	-2.3	-0.4	-4	nt	9	21
COc1ccccc1-n1nc(C(=O)NCc2ccco2)c2ccccc2c1=O	-0.7	-3	-6	2.4	-0.1	0	1.2	15	7
CC(=O)O[C@]1(C(C)=O)CC[C@H]2[C@@H]3C=CC4=CC(=O)C=C[C@]4(C)[C@H]3CC[C@@]21C	15	9	-7	-2.0	-2.6	2	3.7	-9	4
Cc1ccnc(NC(=O)c2ccccc2NC(=O)C(C)(C)C)c1	-1.2	-16	2	-3.1	0.3	-2	-5.3	14	-10
O=C(N1CCCC1)C12CCC3CC(CC(C3)C1)C2	0.9	-2	5	-0.7	1.4	3	3.2	-5	-1

Laid out differently: results already given
compound: COc1ccc(CNC(=O)CN2C(=O)NC3(CCCc4sccc43)C2=O)cc1 (configuration not stated)
  BioA inh = 0.1; GDH-TPI counter = -9; PrPC surface inh = 1; FadD28 FP inh = -4.1; BoNT-A LC inh2 = -1.6; BoNT F protease = 0; Mtb UGM inh = nt; CCHF vOTU inh = 16; Mtb FBA inh = -2

compound: CC1=NN(C(N)=S)C(=O)C1N=Nc1ccccc1[N+](=O)[O-] (configuration not stated)
  BioA inh = -0.8; GDH-TPI counter = 22; PrPC surface inh = -17; FadD28 FP inh = 0.9; BoNT-A LC inh2 = -1.1; BoNT F protease = -4; Mtb UGM inh = nt; CCHF vOTU inh = 4; Mtb FBA inh = -5

The list goes on.
SMILES	BioA inh	GDH-TPI counter	PrPC surface inh	FadD28 FP inh	BoNT-A LC inh2	BoNT F protease	Mtb UGM inh	CCHF vOTU inh	Mtb FBA inh
COc1ccc(CC(=O)N[C@@H](CCSC)c2nc3ccccc3[nH]2)cc1	nt	-4	10	-2.2	-0.7	4	1.7	3	2
COc1ccc(/C=C/C(=O)NC(CCSC)C(=O)O)cc1 (configuration not stated)	nt	-1	-2	-3.6	-0.5	-4	-0.2	9	0
CC1CCc2cc(F)ccc2N1S(=O)(=O)c1ccc(Cl)nc1 (configuration not stated)	nt	-5	-2	-4.8	0.5	1	2.6	4	0
CCOC(=O)C1(Cc2cccc(F)c2)CCN(Cc2c(C)nn(CC)c2C)CC1	-0.6	-5	11	-3.5	-0.6	-6	-5.3	-4	-3
CCC1(O)CC(C(=O)OC)=NN1C(=O)c1ccccc1 (configuration not stated)	-0.2	14	-1	-1.8	-1.0	-9	1.1	0	-2
CS(=O)(=O)c1ccc2nc(NC(=O)c3ccc(N4CCCC4=O)cc3)sc2c1	0.0	9	-8	0.0	-0.2	7	-2.7	4	5
COC(=O)Nc1c(C)n(C)n(-c2ccccc2)c1=O	-1.5	6	3	-1.8	-0.4	0	2.7	11	-1
CN(c1ccc(OCC(=O)Nc2ccc3[nH]c(=O)[nH]c3c2)cc1)S(=O)(=O)c1ccc(Cl)cc1	-0.5	0	3	-2.0	2.5	3	-1.4	13	1
COc1cc(/C=C(\C#N)C(=O)Nc2ccccn2)ccc1O	0.4	10	0	0.5	-2.8	-6	1.4	8	-16
COc1ccc(-c2[nH]nc3oc(=O)c(CCO)c(C)c23)cc1	nt	13	-1	-1.0	-0.8	-8	1.2	7	3
O=C(CN1CCCC1c1cccs1)N1CCN(S(=O)(=O)c2ccccc2)CC1 (configuration not stated)	1.2	-7	7	-0.6	nt	nt	nt	22	1
O=C(Cc1ccccc1)Nc1nc(-c2cccs2)cs1	1.5	4	7	-1.1	0.3	-12	-2.2	8	1
O=C(Nc1ccc(S(=O)(=O)Nc2nccs2)cc1)c1ccc(N2C(=O)c3ccccc3C2=O)cc1	nt	1	6	-2.4	-0.1	-2	-0.6	12	-2
CC(C)N1CC(C(=O)Nc2ccc(S(=O)(=O)N3CCCCC3)cc2)CC1=O (configuration not stated)	1.0	15	3	-2.2	1.2	-2	0.2	-4	-1
O=C(O)/C=C/c1cn(-c2ccccc2)nc1-c1ccccc1	-2.8	3	-1	-2.5	0.5	-14	-0.6	14	-3
O=C(/C=C/c1ccco1)Nc1ccccc1C(=O)Nc1cccc(C(=O)O)c1	-0.5	27	-2	-8.6	0.5	0	0.7	25	-2
CCC1=[N+](C)c2cccc3cccc(c23)N1C	nt	1	-12	0.0	-0.8	2	1.7	12	-2
COc1ccccc1/C=C(/CC(=O)NCc1ccc2c(c1)OCO2)c1nc2ccccc2s1	nt	7	-1	-2.2	0.2	-6	0.9	3	-2
C[C@H]1CN([C@@H](C)CO)C(=O)CCCn2cc(nn2)CO[C@@H]1CN(C)C(=O)Nc1ccc(-c2cccs2)cc1	0.3&1.9	nt	-7	-1.1	-0.1	1	nt	6	8
c1ccc2sc(NC3=NCN(CCN4CCOCC4)CN3)nc2c1	nt	3	8	0.0	-1.0	1	-0.8	-4	0
Cc1ccsc1C(=O)C1CCCN(Cc2cc3ccccc3o2)C1 (configuration not stated)	0.6	8	-4	-1.5	-0.1	3	2.6	-11	5
O=C(N/N=C/c1ccc(OC(=O)c2ccco2)cc1)c1ccccn1	nt	7	-5	1.9	-0.7	0	0.5	-6	2
CCc1nnc(/N=C/c2c(O)n(-c3ccc(Cl)cn3)c(=O)c3ccccc23)s1	nt	9	4	-2.9	0.1	9	-3.1	-12	9
Cc1ccc(OCCC(=O)OCC(=O)Nc2ccc(C)cc2Cl)cc1	3.0	3	-8	-0.1	1.9	-10	1.1	7	0
O=C(O)CCCn1cc(NC(=O)c2ccc(F)cc2)cn1	nt	1	-2	1.0	-1.0	-6	0.9	-15	6
O=C(Nc1c(F)cccc1F)C1CCN(C(=O)c2cccs2)CC1	2.3	-4	-10	-2.4	0.9	0	0.9	7	3
COc1cc2c(cc1OC)-c1nnc(-c3cccs3)n1C(C)(C)C2	-2.9	1	-9	-2.8	-0.6	-2	-2.5	-4	21
CCOC(=O)[C@]12CCCC=C1N(Cc1ccc3c(c1)OCO3)C(=O)[C@H](CC(=O)N1CCC(c3ccccc3)CC1)C2	nt	nt	-2	nt	0.6	-2	nt	7	nt
COc1ccccc1N1CCN(c2nc(C)nc3c2oc2ccccc23)CC1	nt	11	13	-3.1	1.0	-3	-2.9	9	-4
O=C(NCc1ccc2c(c1)OCO2)c1nn(-c2ccccc2)c(=O)c2ccccc12	-0.2	-10	-1	-6.8	?	-8	1.7	0	2
Cn1c(C(=O)NC2CCCCC2)cc2sccc21	-1.6	3	2	-0.1	0.3	-5	-0.8	-13	-1
C#CCn1c(=NC(=O)c2sc3ccccc3c2Cl)sc2cc(S(N)(=O)=O)ccc21	-5.8	42*	-4	-0.4	1.7	-3	-2.4	24	39*
Cc1ccc(NC(=O)c2cc(=O)[nH]c3ccccc23)cc1C	-2.5	11	-4	-1.8	4.7	7	0.7	4	-2
CC(C)n1cnnc1SCC(=O)NNC(=O)COc1ccc(Cl)cc1	0.3	-2	0	-0.5	nt	nt	3.2	-8	2
COc1ccc(S(=O)(=O)NCc2ccco2)cc1N(C)S(=O)(=O)c1ccccc1	nt	-6	5	-1.8	-0.2	-5	-0.2	-4	2
Cc1ccc(C(=O)N2CCc3ccccc32)o1	nt	14	-7	-1.3	0.8	8	0.2	18	3
C#CCNC(=O)C1=C[C@@H](C2CCCCC2)C[C@@H](OCCCCO)O1	2.1	-3	-1	0.2	-0.3	-3	0.9	-10	2
Clc1cccc(/C(Cc2nc3ccccc3[nH]2)=N\Nc2ccccc2)c1	nt	12	7	-6.4	-1.3	-12	-0.5	-7	-3
COc1ccc(Nc2nc(-c3sc(N)nc3C)cs2)cc1	-0.1	11	-7	-1.6	2.8	-67	0.4	2	-1
CN(C)c1ccc(S(=O)(=O)N2CCCCC2)cc1NC(=O)CN1C(=O)NC2(CCCC2)C1=O	nt	-2	10	0.4	-0.7	?	0.1	-1	-1
CCOP(=O)(OCC)C(NC(=O)Nc1ccc(Cl)cc1)c1ccccc1 (configuration not stated)	-0.3	3	6	-6.2	-0.2	-3	1.9	0	-1
CCC(=O)Nc1cccc(NC(=S)NC(=O)c2ccccc2C)c1	nt	0	4	1.0	-0.4	-10	-2.1	13	1
Cc1ccc(C(=O)N2CCC(C)CC2)cc1NC1=NC2CS(=O)(=O)CC2S1 (configuration not stated)	0.3	7	-8	-1.8	0.1	-4	-2.2	-7	-3
Cc1cc(C)c(S(C)(=O)=O)c(Oc2cccc(Cl)c2)n1	2.9	2	2	-1.4	-0.2	-2	1.5	11	3
Cc1ncoc1C(=O)Nc1ccc2c(c1)OCCO2	-2.7	-10	1	-2.3	5.8	6	-1.8	0	-2
CCOC(=O)C1CCN(C(=O)C2CCN(S(=O)(=O)c3c(C)noc3C)CC2)CC1	1.2	-4	8	1.2	2.3	?	-0.3	4	8
COc1ccc(NC(=O)Nc2ccc(F)cc2F)c(C)c1	-1.0	16	2	-2.7	?	0	-4.0	-8	1
C/C(=N\NC(=O)c1ccc(NS(=O)(=O)c2cccs2)cc1)c1ccc2ccccc2c1	0.5	32*	1	-0.6	1.1	0	5.8	7	5
COc1ccccc1-c1nc(C#N)c(N2CCN(C(c3ccccc3)c3ccccc3)CC2)o1	-1.2	7	3	1.6	-0.5	-2	-2.1	-10	4
COc1cccc(C(=O)CSc2nnc(-c3cc(OC)cc(OC)c3)o2)c1	0.6	3	-3	-0.1	-1.4	-8	0.6	-10	1
CCOc1ccc(NS(=O)(=O)c2cc(C(=O)N3CCN(c4ccccc4O)CC3)ccc2Cl)cc1	-1.6	-8	-1	-0.7	1.4	-8	nt	1	-1
